hcDAF12 agonist – H. contortus DAF-12 nuclear receptor activators, primary screen, cell-based, luminescence, HEK293, lit1-tk-luc reporter; HEK293 hcDAF-12 lit1-tk-luc reporter; 0% DMSO, 100% Δ7-dafachronic acid; activation, % at 6.8 µM; 1.4% of 370,000 active; AID 652067, 2013;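 active = activation above the mean of all tested compounds plus 3 SD, cut at about 5.5% in these data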;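 also: 100% = response to 3 µM Δ7-dafachronic acid high control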
PG9 binder – binders of HIV-1 gp120 antibody PG9, primary screen, biochemical, TR-FRET | TR-FRET gp120-PG9 antibody binding | 0.43% of 360,000 active | HIV-1 gp120 / PG9 antibody interaction | inhibition, % at 6.7 µM; in the data active = inhibition above about 8.5%
DAX1 inh-1 – DAX1 (NR0B1) inhibitors, primary screen, cell-based, HEK293, Gal4-DAX1, luciferase luminescence | inhibition, % at 6.75 µM | HEK293 Gal4-DAX1 luciferase reporter | AID 504766, 2011 | Nuclear receptor subfamily 0 group B member 1 (Homo sapiens), P51843 | 0.99% of 340,000 active;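 active = inhibition above the mean over all tested compounds plus 3 SD, cut at about 4.2% in these data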;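 also: 0% = DAX1-transfected cells with DMSO and 100% = empty-vector control cells with DMSO; inhibition shows as a rise in luminescence from relieved DAX1 repression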
Target sequence (P51843 207-470 limits assumed): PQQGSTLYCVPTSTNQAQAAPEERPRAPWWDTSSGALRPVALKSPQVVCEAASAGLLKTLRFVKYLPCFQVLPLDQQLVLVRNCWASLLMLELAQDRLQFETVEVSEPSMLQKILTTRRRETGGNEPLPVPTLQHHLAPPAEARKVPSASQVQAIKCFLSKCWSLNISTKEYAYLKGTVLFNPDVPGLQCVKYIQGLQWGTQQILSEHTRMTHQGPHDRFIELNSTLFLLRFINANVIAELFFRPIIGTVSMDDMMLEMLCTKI
SMARCA2 act – SMARCA2 (BRM) function activators, primary screen, cell-based, luminescence, high throughput; MG213 cells, MMTV-luciferase reporter, dexamethasone, overnight; activation, % at 9.1 µM; 1% of 370,000 active; in the data active = activation above about 7.8%;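 also: 0% = vehicle wells and 100% = reference activator wells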
sPLA2-III inh – human group III sPLA2 inhibitors, primary screen, biochemical, QFRET, BODIPY PC-A2 liposome substrate; Group 3 secretory phospholipase A2 (Homo sapiens), Q9NZ20; QFRET BODIPY PC-A2 liposome hydrolysis, fluorescence; inhibition, % at 12.2 µM; 0.56% of 370,000 active; AID 743126, 2013;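 active = inhibition above mean plus 3 SD of compounds lying within the high and low control bounds, cut at about 19% in these data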;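 also: 0% = median of test compound wells and 100% = no enzyme DMSO wells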
Rev-erbA mod – modulators of Rev-erb alpha DNA binding, primary screen, biochemical, FITC-DNA, fluorescence polarization, uHTS. Rev-erbα–FITC-DNA binding, 90 min. Nuclear receptor subfamily 1 group D member 1 (Homo sapiens), P20393. 0.79% of 370,000 active. activity, % at 10 µM;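 active = activity above about 14%, limit read from the data; passing the limit was not always enough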;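 also: 0% = DMSO wells with 35 nM protein and 100% = DMSO wells with 750 nM protein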
Target sequence (P20393 whole entry, looked up): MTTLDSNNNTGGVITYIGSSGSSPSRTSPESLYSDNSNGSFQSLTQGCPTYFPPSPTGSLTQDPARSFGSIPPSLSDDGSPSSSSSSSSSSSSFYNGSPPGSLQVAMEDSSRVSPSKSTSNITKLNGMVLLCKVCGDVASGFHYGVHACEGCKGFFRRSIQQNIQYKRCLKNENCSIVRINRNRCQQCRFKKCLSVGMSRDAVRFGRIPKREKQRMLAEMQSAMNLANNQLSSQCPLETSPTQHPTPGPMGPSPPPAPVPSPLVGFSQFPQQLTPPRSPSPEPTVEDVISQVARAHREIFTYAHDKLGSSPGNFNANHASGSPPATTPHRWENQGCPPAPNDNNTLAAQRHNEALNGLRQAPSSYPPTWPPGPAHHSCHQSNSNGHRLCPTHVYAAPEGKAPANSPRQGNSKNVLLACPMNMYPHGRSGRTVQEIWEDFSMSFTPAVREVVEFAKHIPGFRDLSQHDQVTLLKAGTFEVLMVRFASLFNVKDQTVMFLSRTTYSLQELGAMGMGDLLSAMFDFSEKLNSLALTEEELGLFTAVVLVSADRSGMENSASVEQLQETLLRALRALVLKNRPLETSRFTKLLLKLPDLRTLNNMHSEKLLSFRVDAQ
hgDAF-12 ag – H. glycines DAF-12 receptor agonists, primary screen, cell-based, luminescence, HEK293, GAL4 fusion, UAS-luciferase; HEK293 GAL4-hgDAF12 UAS-luciferase reporter, agonist luminescence; normalized to butyrate control; AID 687014, 2013; 1.8% of 370,000 active; activation, % at 6.8 µM;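 active = activation above a cutoff set at the mean of all screened compounds plus 3 SD, cut at about 10% in these data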;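 also: 0% = DMSO wells and 100% = sodium butyrate wells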
ssDAF12 agonist – S. stercoralis DAF-12 nuclear receptor activators, primary screen, cell-based, luminescence, HEK293, GRIP1 co-expression, lit1-tk-luc | Nuclear hormone receptor DAF-12 (Strongyloides stercoralis) | HEK293 ssDAF-12/GRIP1 lit1-tk-luc reporter; % of 3 µM dafachronic acid response | activation, % at 6.8 µM | 1% of 370,000 active | AID 652126, 2013;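 active = activation above the mean over all tested compounds plus 3 SD, cut at about 0.9% in these data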;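 also: 0% = DMSO-only wells and 100% = 3 µM delta7-dafachronic acid wells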
DAX1 inh-2 – DAX1 (NR0B1) inhibitors on StAR promoter, primary screen, cell-based, luminescence, SF-1 (NR5A1), full-length DAX-1. HEK293T StAR-luciferase reporter, SF-1/DAX-1 repression relief. inhibition, % at 6.8 µM. 1.1% of 370,000 active. AID 652010, 2013;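 active = inhibition above the mean over all tested compounds plus 3 SD, cut at about 3.6% in these data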;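 also: 0% = DAX-1 cells with DMSO and 100% = cells lacking DAX-1 with DMSO; higher inhibition means more luminescence from relief of DAX-1 repression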
PLC-beta3 inh – human PLC-beta3 inhibitors, primary screen, biochemical, fluorescence | 1-phosphatidylinositol 4,5-bisphosphate phosphodiesterase beta-3 (Homo sapiens), Q01970 | Purified PLC-beta3, fluorogenic substrate | inhibition, % at 12.2 µM | 0.18% of 370,000 active | AID 720704, 2013; in the data active = inhibition above about 11%;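 also: 0% = median of compound wells on plate and 100% = full blocker control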
GAA850 FXN act – FXN promoter activators, primary screen, cell-based, luciferase luminescence, HEK293 lucGAA850 | 0.56% of 360,000 active | activation, % at 6 µM | HEK293 lucGAA850 FXN promoter luciferase reporter, 24 h; percent of 10 µM SAHA response;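 active = activation above the average of all compounds screened plus 3 SD, cutoff fixed separately per campaign, cut at about 7.5% in these data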;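 also: 0% = DMSO wells and 100% = 10 µM SAHA wells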
* marks the source's active call; other numbers are inactive results; i = inactive; . = not tested or not shown; & = joins results of further samples.

SMILES	hcDAF12 agonist	PG9 binder	DAX1 inh-1	SMARCA2 act	sPLA2-III inh	Rev-erbA mod	hgDAF-12 ag	ssDAF12 agonist	DAX1 inh-2	PLC-beta3 inh	GAA850 FXN act
CCOc1ccc(N2C(=O)Nc3ccccc3C2(O)C(=O)NCc2ccc(OC)cc2)cc1 (centres undefined)	-0.9	0.1	0.3	1	-3	4	4.7	-1.6	0.1	-2	0.8
Cc1ccc(C(CNS(=O)(=O)c2ccc(Cl)cc2)N2CCN(C)CC2)cc1 (centres undefined)	0.5	-2.5	-0.5	-1	-22	1	1.9	-0.5	-0.2	2	-1.4
Cc1cccc(CSCCNC(=O)c2ccc(CN3CCOCC3)cc2)c1	-2.0	-1.4	-0.5	-1	5	-2	0.0	-2.0	0.9	0	-1.1
COc1ccc(NC(=O)c2c(C)oc3c2CCCC3)cc1	2.0	-0.3	-0.2	0	-29	7	3.4	-0.5	1.2	-1	0.7
Cc1ccccc1C(=O)O/N=C(\c1ccccc1)c1ccccn1	-1.3	0.6	-1.4	-2	-2	-3	5.1	-0.7	-0.3	0	0.7
CCN(CCNC(=O)Cn1c(=O)sc2ccccc21)c1ccccc1	-0.7	-1.3	1.2	-1	0	2	0.5	-1.6	0.5	6	-0.3
COc1ccc(-c2oc(=O)n(C)c2-c2ccc(OC)cc2)cc1	-1.0	0.4	2.1	-2	9	-3	-3.1	-1.1	0.0	-20	4.4
COc1ccc(C(=O)NC(=S)NNC(=O)[C@H]2C[C@@H]2c2ccccc2)cc1OC	-1.2	-0.9	-0.6	-3	21*	-1	-0.8	-1.1	-0.1	-1	-0.5
CC1Cc2ccccc2N1C(=O)CSc1nnc2c(n1)[nH]c1ccccc12 (centres undefined)	-0.4	1.1	0.0	-3	-5	-3	1.0	-1.3	-0.1	0	-2.8
CCCc1nnc(NC(=O)c2oc3ccccc3c2COCC)s1	0.3	0.7	-1.1	-2	-2	3	1.2	-0.9	-0.3	-26	-1.9
Cn1ncc(Br)c1C(=O)Nc1cccc(C(F)(F)F)c1	0.8	-1.6	0.5	-3	2	-6	2.5	-0.8	0.6	-1	3.1
CCN(CC)c1cc(C)c2ccccc2n1	0.8&-0.5	-1.5	0.2	4	0&17	-5&-5	2.1&2.8	-0.9&-1.5	0.2	-1&-9	1.6
CC(=O)c1ccc(S(=O)(=O)N(C)CC(=O)Nc2cc(C)on2)cc1	0.2	0.9	0.2	-1	-1	-5	0.7	0.1	-0.3	1	0.9
O=C(COC(=O)CSc1cccc2cccc(Cl)c12)Nc1ncc(C(F)(F)F)cc1Cl	2.2	-0.7	0.3	-3	-45	10	-2.0	0.5	-0.2	-12	3.8
CC(=O)C[C@H](O)CC(=O)[C@H]1OC(=O)[C@@H](C)CCCCc2ccccc21	0.8	3.9	0.4	-4	0	1	7.3	-0.4	1.6	-1	-1.1
COCCCNc1nc(N)c([N+](=O)[O-])c(NCc2ccccc2)n1	-2.9	-0.8	0.1	-4	12	2	-2.6	-1.0	-0.3	1	2.5
CCO[C@H]1OC(C(=O)N2CCN(Cc3ccc4c(c3)OCO4)CC2)=C[C@@H](c2ccc3c(c2)OCO3)[C@@H]1CCCO	-2.1	-0.9	-0.6	0	-17	-9	-0.1	-1.1	0.0	5	0.4
Cc1c(/C=C2\SC(=Nc3cccc(C(=O)O)c3)NC2=O)c2ccccc2n1C	1.5	-1.9	-1.2	0	-15	7	0.5	-0.6	0.1	-17	3.3
CC(=O)c1ccc(N2CCN(CC(=O)Nc3ccccc3N3CCOCC3)CC2)cc1	-0.7	1.0	-0.5	0	-8	-2	3.5	-1.5	0.3	-13	-1.5
Cc1cc2c(C)cc(=O)oc2c2c1NCCC2	-2.0	-1.6	-0.2	-1	1	0	-1.3	-1.1	-1.5	i	-1.3
O=C(O)CN1C(=O)/C(=C\c2cc([N+](=O)[O-])ccc2OCc2ccccc2Cl)SC1=S	-1.6	-1.9	1.3	0	-19	-4	-0.5	-0.9	0.1	-12	-0.1
CCOc1ccc(Oc2ccc(NS(=O)(=O)c3cc(C(=O)O)ccc3Cl)cc2)cc1	0.7	0.8	-1.9	-4	-27	3	3.5	-1.2	1.8	-13	-2.1
Cc1nn(CCC(=O)N2CCN(S(=O)(=O)c3ccccc3)CC2)c(C)c1C	-0.2	-1.9	0.6	-2	-1	0	2.4	-1.2	-0.5	1	0.9
COc1ccccc1NS(=O)(=O)c1cc(N/C(=N\S(=O)(=O)c2ccccc2)c2ccc(F)cc2)ccc1Cl	-3.9	-0.1	-0.3	-3	-16	1	3.3	-0.9	-0.8	-16	-1.6
Cc1ccc(C)c(NC(=O)CSc2nc(N)c(NC(=O)c3cccs3)c(=O)[nH]2)c1	-0.3	-1.3	0.3	-3	-1	7	1.1	-1.2	-0.1	1	-2.2
COCCn1c(Cc2ccccc2)nnc1SCC(=O)NC1CC1	0.9	2.8	-0.7	-2	9	4	1.5	-1.2	-0.2	-6	0.3
CCCCCCC(=O)NC1CCCCN(Cc2ccc(C)cc2)C1=O (centres undefined)	-0.2	.	.	-2	0	-1	3.7	-0.6	-1.7	-1	.
O=C(CCN1CCCCC1=O)NC1CCCN(Cc2ccc(Cl)cc2)C1 (centres undefined)	-1.0	-0.6	0.7	-5	0	-2	-1.4	-1.0	0.5	-7	1.7
CCn1c(=O)oc2cc(NC(=O)CCl)ccc21	-1.4	-2.0	-1.6	3	4	-2	-6.4	-0.7	-4.2	3	3.0
COc1ccccc1NC(=O)C1=C(C)NC(=O)NC1c1cc(C)cs1 (centres undefined)	-0.2	-0.7	-1.9	1	-1	2	-3.2	-0.9	0.1	0	1.6
COc1cccc(CN(C)C(=O)c2cccc(NC(=O)CC3SC(N4CCCCC4)=NC3=O)c2)c1OC (centres undefined)	-2.6	-1.0	-1.1	-1	-22	0	-0.2	-1.1	-1.3	-18	-0.7
C[C@H]1CN([C@@H](C)CO)C(=O)c2cc(Br)cnc2O[C@H]1CN(C)C(=O)C1CC1	0.6	-0.8	0.7	4	3	-7	-0.1	-1.6	-0.3	4	-1.5
COc1ccc(CCNC(=O)C(=O)NCC2CCCO2)cc1OC (centres undefined)	-0.6	-0.3	-0.2	0	1	2	0.8	-1.7	0.4	1	1.8
O=C(NC1C2CC3CC(C2)CC1C3)C1CC1 (centres undefined)	0.2	-0.8	-0.5	-1	6	2	0.5	-1.1	0.3	-4	2.6
C=CCOC(=O)N1CCC2CC1c1c(-c3ccc(C(F)(F)F)cc3)cccc12 (centres undefined)	-2.0	0.3	.	6	14	12	0.1	-0.9	2.2	0	.
Cc1ccc(Oc2nc3c(c(=O)n(C)c(=O)n3C)n2C)cc1C	-2.6	1.5	-1.4	-2	0	-4	1.7	-1.4	-0.3	-2	-0.8
COC(=O)[C@@]1(Cc2ccccc2)[C@H]2C(=O)N(Cc3ccccc3)C(=O)[C@H]2[C@H]2CN=C(SCC(=O)c3ccccc3)N21	-1.8	0.5	0.4	-4	-19	10	-1.2	-0.5	-1.1	3	-0.7
O=C(NC1CCN(C(=S)NCCc2ccccc2)CC1)C1CCCCC1	-0.8	0.6	-0.1	-3	12	-3	0.2	-0.7	0.0	-5	3.5
Cc1cc(OCc2nnc(SCC(=O)OC3CCCCC3)o2)ccc1Cl	-1.3	1.0	3.6	1	5	-2	1.5	-0.9	0.1	1	1.7
NS(=O)(=O)c1ccc(NC(=O)COc2ccc(Cl)cc2)cc1	-2.0	0.7	-0.4	0	12	0	0.1	-0.8	-0.4	-6	1.4

Rewritten as comma-separated lines: 5 of the compounds above
Molecule,hcDAF12 agonist,PG9 binder,DAX1 inh-1,SMARCA2 act,sPLA2-III inh,Rev-erbA mod,hgDAF-12 ag,ssDAF12 agonist,DAX1 inh-2,PLC-beta3 inh,GAA850 FXN act
COc1cccc(CN(C)C(=O)c2cccc(NC(=O)CC3SC(N4CCCCC4)=NC3=O)c2)c1OC (centres undefined),-2.6,-1.0,-1.1,-1,-22,0,-0.2,-1.1,-1.3,-18,-0.7
C[C@H]1CN([C@@H](C)CO)C(=O)c2cc(Br)cnc2O[C@H]1CN(C)C(=O)C1CC1,0.6,-0.8,0.7,4,3,-7,-0.1,-1.6,-0.3,4,-1.5
COc1ccc(CCNC(=O)C(=O)NCC2CCCO2)cc1OC (centres undefined),-0.6,-0.3,-0.2,0,1,2,0.8,-1.7,0.4,1,1.8
O=C(NC1C2CC3CC(C2)CC1C3)C1CC1 (centres undefined),0.2,-0.8,-0.5,-1,6,2,0.5,-1.1,0.3,-4,2.6
C=CCOC(=O)N1CCC2CC1c1c(-c3ccc(C(F)(F)F)cc3)cccc12 (centres undefined),-2.0,0.3,.,6,14,12,0.1,-0.9,2.2,0,.

Remaining list, next part:
SMILES	hcDAF12 agonist	PG9 binder	DAX1 inh-1	SMARCA2 act	sPLA2-III inh	Rev-erbA mod	hgDAF-12 ag	ssDAF12 agonist	DAX1 inh-2	PLC-beta3 inh	GAA850 FXN act
Brc1cc(Br)c2ncnc(N3CCCCC3)c2c1	-2.9	38*	1.6	0	5	76*	-1.1	-0.6	-0.4	-2	0.6
CCc1nc(CN(C)C(=O)C2CCC(=O)N(Cc3cccc(F)c3)C2)no1 (centres undefined)	-0.5	1.7	1.5	-2	2	0	0.2	-1.1	0.5	-5	0.5
O=c1cc(O)c2ccccc2n1Cc1ccccc1F	-0.1	0.2	-0.6	-2	2	-1	3.2	-1.9	0.5	-6	0.4
CCCn1c(-c2ccncc2)n[nH]c1=S	-1.1	-0.6	-1.0	-2	6	7	-1.1	-0.8	-0.7	-2	2.0
O=C(O)c1ccccc1C(=O)c1ccc2c(c1)N(Cc1cccc(F)c1)C(=O)CO2	-1.2	-0.2	-0.4	-1	-13	3	-1.1	-1.6	-0.6	1	0.6
COc1ccccc1/C=C/C(=O)OCC(=O)N1CCCCC1	0.8	-1.0	1.2	-1	4	0	4.1	-1.2	-0.1	-45	2.8
O=C(COC(=O)CC1CC2CCC1C2)NC(=O)NCc1ccco1 (centres undefined)	-1.3	1.2	0.1	4	-15	-3	1.4	-0.8	-0.2	0	1.1
Cc1ccc(N2C(=O)C(Cl)=C(Nc3c(C)n(C)n(-c4ccccc4)c3=O)C2=O)cc1	0.8	-2.8	0.3	-1	-2	-6	1.7	-0.2	1.1	-15	-1.5

High-throughput results as filed in PubChem.
